# Screening results: PubChem, several laboratories
# SUMO1 PPI mod: modulators of SUMO1 protein-protein interactions, primary screen, biochemical, uHTS. AID 602429, 2012. inhibition, % at 20 µM. 360,000 tested, 0.33% active. Small ubiquitin-related modifier 1 (Homo sapiens), P63165. SUMO1 binding to a labelled peptide, TR-FRET, 1 h; in the data active = inhibition above about 37%
# Target sequence (P63165 whole entry, looked up): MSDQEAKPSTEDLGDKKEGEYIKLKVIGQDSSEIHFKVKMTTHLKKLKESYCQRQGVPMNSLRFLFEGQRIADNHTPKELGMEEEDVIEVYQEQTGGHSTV
# SKN-1 block: suppressors of acrylamide-induced Pgst-4::GFP reporter in worms, primary screen, SKN-1 inhibitor project, whole organism, uHTS, GFP/RFP fluorescence ratio, strain VP596 | 360,000 tested, 0.49% active | AID 624304, 2012 | C. elegans VP596 Pgst-4::GFP/RFP ratio, 24 h | inhibition, % at 21.8 µM;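 active = interference check ratio from 0.5 to 1.5 plus GFP to RFP signal ratio inhibition reaching or exceeding a fixed threshold, cut at about 30% in these data, passing the limit was not always enough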; also: some compounds called inactive have numbers as strong as hits
# CendR NRP1 mod: modulators of CendR peptide binding to NRP-1, primary screen, biochemical, fluorescence polarization, uHTS | FAM-RPARPAR peptide binding to NRP-1 | inhibition, % at 25 µM | 360,000 tested, 0.85% active | AID 602438, 2012;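 active = inhibition or corrected inhibition above about 18%, plus a signal ratio from 0.5 to 1.5, limit read from the data, passing the limit was not always enough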; also: strong numbers were not always called active
# LMPTP block: LMPTP phosphatase inhibitors, primary screen, biochemical, fluorescence intensity, uHTS; inhibition, % at 20 µM; AID 651560, 2012; 360,000 tested, 0.22% active; recombinant LMPTP-A, OMFP fluorogenic substrate; Low molecular weight phosphotyrosine protein phosphatase (Homo sapiens), P24666;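 active = compounds that cut the enzyme signal by at least half of the control window in the single-dose screen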;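 also: plate controls were DMSO wells with enzyme plus substrate for no effect and substrate without enzyme for full effect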
# Target sequence (P24666 whole entry, looked up): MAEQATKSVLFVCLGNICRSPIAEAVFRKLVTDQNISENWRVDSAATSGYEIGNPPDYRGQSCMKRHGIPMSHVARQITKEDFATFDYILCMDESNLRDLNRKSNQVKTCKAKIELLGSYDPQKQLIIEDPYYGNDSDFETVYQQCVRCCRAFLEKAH
#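 test system = LMPTP-A | amount = 0.625 nM LMPTP-A final | reagent = fluorogenic phosphatase substrate OMFP at 400 µM final | incubation = 50 min at room temperature | benchmarks = no-enzyme low control, uninhibited high control | medium = Bis-Tris pH 6.0, DTT, detergent | signal = fluorescence intensity of OMFP turnover product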
# DNMT1 block: human DNMT1 methyltransferase inhibitors, primary screen, biochemical, molecular beacon, fluorescence, HinP1I cleavage, uHTS | DNA (cytosine-5)-methyltransferase 1 (Homo sapiens), P26358 | inhibition (reported as % activation of signal), % at 10 µM | 360,000 tested, 0.83% active | AID 588458, 2011; in the data active = inhibition above about 50%
# NadD inh: inhibitors of S. aureus NadD, primary screen, biochemical, colorimetric, uHTS; Nicotinate-nucleotide adenylyltransferase NadD (Staphylococcus aureus N315); purified NadD enzyme, colorimetric absorbance read-out; inhibition, % at 20 µM; 360,000 tested, 0.78% active; in the data active = inhibition above about 26%; also: some compounds past the cut are filed as inactive
# TbMetRS inhib: T. brucei MetRS inhibitors, primary screen, biochemical, luminescence | methionyl-tRNA synthetase (Trypanosoma brucei brucei) | purified T. brucei MetRS, ATP depletion, Kinase-Glo luminescence | inhibition, % at 11.9 µM | 360,000 tested, 0.4% active;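 active = inhibition above a per-plate cutoff of the control wells' mean inhibition plus 3 SD, cut at about 5.5% in these data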;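 also: 0% = DMSO wells median and 100% = median of wells with control inhibitor compound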
#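 Measured by: Kinase-Glo luciferase luminescence reporting remaining unconsumed ATP. Material: purified T. brucei MetRS enzyme. Doses: 11.9 µM compound single dose, 0.9% DMSO. Medium: HEPES buffer containing pyrophosphatase, BSA, spermine, DTT. Times: 15 min preincubation, 2 h reaction, all 25 °C. Reagent: methionine, ATP and bulk E. coli tRNA.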
# STEP inh: STEP phosphatase inhibitors, primary screen, biochemical, fluorescence intensity, uHTS; recombinant STEP, OMFP fluorogenic substrate; inhibition, % at 20 µM; 360,000 tested, 0.25% active;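 active = inhibition at 20 µM, scaled per plate between control wells, above about 37%, limit read from the data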;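 also: 0% = DMSO with enzyme and substrate and 100% = substrate only without enzyme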
# Target sequence (P54829 whole entry, looked up): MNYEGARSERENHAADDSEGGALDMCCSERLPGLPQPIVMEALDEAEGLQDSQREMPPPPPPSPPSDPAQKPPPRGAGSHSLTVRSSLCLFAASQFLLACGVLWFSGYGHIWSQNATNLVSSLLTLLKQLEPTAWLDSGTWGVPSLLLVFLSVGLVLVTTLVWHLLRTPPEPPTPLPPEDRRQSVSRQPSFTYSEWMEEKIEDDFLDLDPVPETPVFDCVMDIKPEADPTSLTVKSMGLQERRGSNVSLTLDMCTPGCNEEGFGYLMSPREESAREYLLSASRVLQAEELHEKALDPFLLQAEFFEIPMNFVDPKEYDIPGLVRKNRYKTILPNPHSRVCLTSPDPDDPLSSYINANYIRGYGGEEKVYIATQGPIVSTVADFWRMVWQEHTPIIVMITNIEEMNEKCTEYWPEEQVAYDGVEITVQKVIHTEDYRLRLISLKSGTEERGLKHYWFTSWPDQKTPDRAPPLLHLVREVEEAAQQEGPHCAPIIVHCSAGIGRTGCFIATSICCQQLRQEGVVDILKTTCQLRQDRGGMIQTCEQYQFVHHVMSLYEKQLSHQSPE
#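 Measure: Control-normalized % inhibition with plate pattern correction | Test system: STEP phosphatase, cell-free reaction | Medium: pH 6.0 Bis-Tris with DTT and Tween 20 | Technique: Fluorescence, 480/540 nm | Times: Reaction 20 min, ambient temperature | Doses: Single compound dose of 20 µM, 1% DMSO final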
# Neddyl block: inhibitors of cullin neddylation, primary screen, biochemical, TR-FRET, uHTS, NAE and Ubc12; 360,000 tested, 0.58% active; NEDD8-conjugating enzyme Ubc12 (Homo sapiens) + NEDD8-activating enzyme E1 regulatory …; calls only at 25 µM; in the data active = inhibition above about 36%
# Scp1 inh: Scp-1 phosphatase inhibitors, primary screen, biochemical, colorimetric, uHTS; inhibition, % at 20 µM; Carboxy-terminal domain RNA polymerase II polypeptide A small phosphatase 1 (Homo …; AID 493091, 2011; Recombinant Scp1, phosphopeptide, malachite green phosphate absorbance; 340,000 tested, 0.88% active;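 active = inhibition above about 50% at 20 µM, limit read from the data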;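 also: plate controls were DMSO wells with enzyme for no effect and wells lacking enzyme for full effect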
# Target sequence (Q9GZU7 76-261 limits assumed): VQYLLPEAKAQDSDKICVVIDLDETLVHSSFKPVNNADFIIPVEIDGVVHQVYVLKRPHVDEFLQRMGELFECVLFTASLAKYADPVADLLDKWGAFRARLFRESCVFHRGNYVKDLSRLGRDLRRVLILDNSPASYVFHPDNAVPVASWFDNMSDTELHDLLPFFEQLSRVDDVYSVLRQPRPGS
#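 System: truncated SCP-1 phosphatase (76-261aa); medium: Tris acetate buffer pH 5.5 with MgCl2 and Tween-20; incubation: 45 min room-temperature reaction, 5 min colour, 30 min stabiliser; compound: single 20 µM dose, 1% DMSO; reagent: Phosphorylated 17-residue peptide substrate; read-out: % inhibition at 20 µM; technique: colorimetric free-phosphate detection, absorbance 630 nm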
# An asterisk follows results filed as active; i = inactive; . = no result given.
# Order of results: SUMO1 PPI mod	SKN-1 block	CendR NRP1 mod	LMPTP block	DNMT1 block	NadD inh	TbMetRS inhib	STEP inh	Neddyl block	Scp1 inh
> Fc1ccc2c(-c3cccc(C(F)(F)F)c3)c(-c3ccccc3)ncc2c1
    5	20	22	4.7	12	1	-0.3	0	i	6
> CCN1C(=O)[C@H]2[C@@H](c3ccc(C)cc3)N3C(=O)N(c4ccc(C(F)(F)F)cc4)C(=O)[C@@]3(CC(C)C)[C@H]2C1=O
    4	10	9	0.1	-12	-1	-0.4	6	i	-8
> Cc1cc(C(=O)NC2=NCCS2)cs1
    -1	14	-5	-1.4	2	-3	-0.1	1	i	-3
> CCC(=O)Nc1cccc(-n2nnnc2SCC(=O)NCc2ccco2)c1
    1	3	13	-1.7	0	-1	-0.6	-2	i	-15
> COC(=O)[C@@]12C[C@@H](CC(=O)NCc3ccccc3)C(=O)N(Cc3ccc4c(c3)OCO4)C1=CCC(C)(C)C2
    -3	6	9	1.4	.	.	0.0	.	i	.
> Nc1cc(C(=O)O)c(Oc2ccc(Cl)cc2Cl)cc1C(=O)O
    5	-6	-1	-1.0	22	-8	-0.2	4	.	39
> COc1ccc(CN2CCn3ncc(C(=O)Nc4ccc(Cl)cc4Cl)c3C2=O)cc1
    -2	3	1	1.3	20	-4	-1.9	-1	i	12
> COc1ccc(CN(CCCn2cnc3c(OC)ncnc32)CCCn2cnc3c(OC)ncnc32)cc1
    1	0	-3	0.1	5	4	-0.1	-1	i	.
> O=C(O)CC1(CC(=O)Nc2cc3ccccc3cn2)CCCCC1
    0	-5	-11	0.4	-3	1	1.7	5	i	2
> CCCCn1c(O)c(C(CC)=Nc2ccc3c(c2)CCC3)c(=O)[nH]c1=O
    -2	4	-14	1.9	9	-6	-0.2	2	i	-11
> CCOc1ccccc1Nc1nnc(SCC(=O)NCC2CCCO2)s1 (stereo unspecified)
    0	-13	0	-0.1	0	-3	-0.2	1	i	-10
> CCOC(=O)c1c(-c2ccc(C)o2)csc1NC(=O)CSc1nncs1
    2	7	-16	1.2	-7	3	-0.2	-2	i	-15
> Cn1c(SCC(=O)Nc2ccc3c(c2)OCO3)nnc1-c1cnccn1
    1	7	-3	-0.8	0	4	-0.5	0	i	6
> O=C(NC(=S)Nc1cc(Cl)ccc1N1CCOCC1)c1ccccc1[N+](=O)[O-]
    -9	5	2	1.4	-2	-4	0.1	0	i	-5
> CC(=O)OCCCn1c(C)[n+](C)c2cc(Cl)c(Cl)cc21
    -3	-14	8	-1.3	9	21	-0.5	-4	i	73*
> CC1CCN(S(=O)(=O)c2cn(C)c(=O)n(C)c2=O)CC1
    2	5	-5	-0.8	3	0	0.0	0	i	-8
> CCOC(=O)CCNCc1ccc(F)cc1
    2	-6	1	-0.8	0	-7	-0.3	-4	i	-3
> CCOC(=O)N1N=C(CC)CC1(O)C(F)(F)F (stereo unspecified)
    -1	16	-6	0.1	2	-1	0.7	-1	i	-13
> COc1ccc(C(=O)N2CCc3cc(OC)c(OC)cc3C2c2cccc([N+](=O)[O-])c2)cc1OC (stereo unspecified)
    -10	6	14	0.3	-4	2	-0.4	1	i	-7
> CC(=O)N1CCN(Cc2nc3cc(NS(C)(=O)=O)ccc3n2C)CC1
    3	8	9	-0.1	1	1	-0.8	0	i	-3
> CC(NC(=O)c1ccccc1)c1ccc(Br)cc1 (stereo unspecified)
    -1	10	-15	0.6	2	3	-0.4	2	i	-5
> Cc1cc(C(=O)CN2C(=O)NC(C)(c3ccc(F)c(F)c3)C2=O)c(C)n1C1CC1 (stereo unspecified)
    2	9	-6	2.2	-6	-3	-0.3	-1	i	.
> CCC(C)OC(=O)C1=C(C)O[C@]23OC(N)=C(C#N)[C@]12C(=O)c1ccccc13 (stereo partly specified)
    2	-26	-2	-1.1	-1	-4	-0.2	0	i	-2
> COc1ccc(C(=O)C2CCN(C(=S)NCCc3ccc(OC)c(OC)c3)CC2)cc1
    -2	6	-1	1.0	1	6	0.1	2	i	-4
> C=CCNC(=O)/C(C#N)=C/c1ccccc1Cl
    -5	-7	-3	0.1	-4	7	0.6	-4	i	-2
> COc1ccc(NS(=O)(=O)c2ccc(-c3coc(C)n3)cc2)cc1
    -1	-3	4	2.2	1	-5	-0.4	-2	i	3
> O=[N+]([O-])c1cccc(/C=N/Nc2ncc(Br)cn2)c1
    -17	2	-6	-0.1	-1	0	-0.2	-4	i	-4
> COC(=O)[C@@H](NC(=O)NCc1cccc(OC)c1)C(C)C
    1	6	3	-0.6	6	3	-0.6	1	i	-1
> CCOc1ccccc1NC(=O)CN1CCc2ccccc2C1
    2	1	2	1.0	-5	1	-0.7	2	i	-10
> CN1C(=O)[C@H]2[C@@H](C3CC3)N3C(=O)CN(Cc4ccccc4)C(=O)[C@@]3(C)[C@H]2C1=O
    -2	-4	13	-0.8	5	-4	-0.3	0	i	-3

# Already shown: 2 of the compounds above.
# Order of results: SUMO1 PPI mod	SKN-1 block	CendR NRP1 mod	LMPTP block	DNMT1 block	NadD inh	TbMetRS inhib	STEP inh	Neddyl block	Scp1 inh
> CCN1C(=O)[C@H]2[C@@H](c3ccc(C)cc3)N3C(=O)N(c4ccc(C(F)(F)F)cc4)C(=O)[C@@]3(CC(C)C)[C@H]2C1=O
    4	10	9	0.1	-12	-1	-0.4	6	i	-8
> Cc1cc(C(=O)NC2=NCCS2)cs1
    -1	14	-5	-1.4	2	-3	-0.1	1	i	-3

# (more compounds)
# Order of results: SUMO1 PPI mod	SKN-1 block	CendR NRP1 mod	LMPTP block	DNMT1 block	NadD inh	TbMetRS inhib	STEP inh	Neddyl block	Scp1 inh
> CN(Cc1ccccc1)C(=O)C(=O)c1c[nH]c2ccccc12
    2	0	-10	-1.2	1	-5	1.8	1	i	.
> CNC(=S)N/N=C1\CC(c2ccccc2)Oc2ccccc21 (stereo unspecified)
    -7	1	7	3.7	0	-4	0.2	4	i	-13
> Cc1cccc(C(C)C)c1NC(=O)COC(=O)COc1ccc2c(C)cc(=O)oc2c1
    3	7	9	0.0	4	1	-0.4	1	i	2
> CC(=O)Nc1ccc(NC(=O)CCCN2C(=O)c3ccccc3C2=O)cc1
    1	-12	8	-1.5	5	-5	0.7	-10	i	-1
> CC(=O)c1nnn(-c2cccc([N+](=O)[O-])c2)c1C
    -19	-5	0	-0.5	-1	1	0.0	1	i	-7
> COc1ccc(-c2cn3cccc(C)c3n2)cc1F
    2	5	10	1.6	-3	2	-0.6	4	.	-5
> COc1cc(C(=O)Oc2ccccc2/C=N/NC(=O)c2ccc(C)cc2)cc(OC)c1OC
    1	6	-3	2.9	5	13	-0.6	2	i	8
> N=c1oc2ccccc2cc1-c1nc2ccccc2c(=O)[nH]1
    -12	10	-15	1.5	2	2	-0.3	2	i	-10
> COc1ccc(NC(=O)CN2CCN(c3ccc(F)cc3)CC2)cc1Cl
    -1	8	2	1.4	-4	-2	-1.0	3	i	-5
> C[C@@H]1CN([C@H](C)CO)C(=O)c2c(c3ccccc3n2C)-c2ccccc2CO[C@H]1CN(C)Cc1ccc(C(F)(F)F)cc1
    -7	-1	4	1.7	-29	-3	0.9	1	i	.
> COc1ccc(NC(=O)C2=CC(c3ccc(C)cc3)=NS(=O)(=O)N2C)cc1OC
    -23	1	7	0.3	-6	0	0.5	1	i	-19
> O=c1cc(-c2ccccc2)[nH]n2cnnc12
    -1	-12	-2	-3.1	-2	-2	1.3	3	i	-2
> CCOC(=O)CSc1nnc(COc2ccc3ccccc3c2)o1
    0	-12	3	0.3	-1	-6	-0.2	-1	i	-17
> O=C(CSc1nnc(COc2ccccc2F)n1-c1ccccc1)NCc1ccco1
    -1	3	-12	0.0	0	-2	-0.6	-2	i	6
> Cc1ccccc1NC(=S)NCC(c1cccnc1)N1CCOCC1 (stereo unspecified)
    -1	4	5	-1.2	-2	0	0.3	5	i	-3
> CCCCNC(=O)N1CCN(C(=O)C2CCCO2)CC1 (stereo unspecified)
    -1	3	18	-0.8	1	2	-0.7	-3	i	-10
> CCOC(=O)c1ccc(Nc2sc(C(=O)c3cccc([N+](=O)[O-])c3)c(N)c2C#N)cc1
    53*	12	-5	0.0	-11	-3	-0.1	-2	i	1
> COc1ccc(CC(=O)Nc2nc(C)cs2)cc1OC
    -2	8	-4	-0.6	4	-7	-0.1	1	i	3
> NC1=NC[C@H](Cc2ccccc2)N1CCc1cc(C(F)(F)F)cc(C(F)(F)F)c1
    -24	-4	-6	-2.3	22	-1	-0.7	1	i	4

# Full records, looked up by structure:
# COc1ccc(-c2cn3cccc(C)c3n2)cc1F as listed: SUMO1 PPI mod: 2; SKN-1 block: 5; CendR NRP1 mod: 10; LMPTP block: 1.6; DNMT1 block: -3; NadD inh: 2; TbMetRS inhib: -0.6; STEP inh: 4; Neddyl block: .; Scp1 inh: -5
# CC(=O)Nc1ccc(NC(=O)CCCN2C(=O)c3ccccc3C2=O)cc1 as listed: SUMO1 PPI mod: 1; SKN-1 block: -12; CendR NRP1 mod: 8; LMPTP block: -1.5; DNMT1 block: 5; NadD inh: -5; TbMetRS inhib: 0.7; STEP inh: -10; Neddyl block: i; Scp1 inh: -1
# O=C(CSc1nnc(COc2ccccc2F)n1-c1ccccc1)NCc1ccco1 as listed: SUMO1 PPI mod: -1; SKN-1 block: 3; CendR NRP1 mod: -12; LMPTP block: 0.0; DNMT1 block: 0; NadD inh: -2; TbMetRS inhib: -0.6; STEP inh: -2; Neddyl block: i; Scp1 inh: 6
